# Screening results: PubChem BioAssay, National Center for Advancing Translational Sciences (NCATS)
# DT40 TDP1 CPT: growth inhibition of DT40 Tdp1-/-;hTDP1 cells with camptothecin (screen for TDP1 inhibitors); 420,000 compounds, 12% hits; Potency, µM (highest dose often 46.2 µM), for inactives: top-dose activity change, negative = growth inhibition, most hits filed as inhibitors; AID 686979; chicken DT40 Tdp1-/-;hTDP1 cells + 20 nM CPT, ATP luminescence, 48 h; note: nearly all actives have a fitted effect of over 55% in size
#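 Cell growth measured by CellTiter-Glo luminescence after a minimum 48 h, 37 C compound exposure with 20 nM CPT in Tdp1-knockout DT40 cells stably expressing hTDP1, seeded 400/well; qHTS titration format.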
# DT40 TDP1 no CPT: qHTS for Inhibitors of human tyrosyl-DNA phosphodiesterase 1 (TDP1): qHTS in cells in absence of CPT. 420,000 compounds, 15% hits. AID 686978, 2013. Potency, µM (top dose mostly 46.2 µM), without a hit: at the highest dose activity change, negative = growth inhibition, usual class: inhibitors. DT40 Tdp1-/- hTDP1 cells, no CPT, ATP luminescence, 48 h; note: nearly all actives have a fitted effect of over 55% in size
#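 Stably hTDP1-transfected Tdp1-null chicken DT40 cells were treated with library compounds minus camptothecin and grown for at least 48 hr at 37 °C, after which cellular ATP was quantified by luminescence.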
# GCN5L2 inh: blocks human GCN5L2 histone acetyltransferase; Q92830; 390,000 compounds, 0.21% hits; Potency, µM (series often up to 58.9 µM), for the others: at the highest dose activity change, negative = inhibition, hits mostly inhibitors; GCN5L2 HAT assay, ThioGlo1 CoA-SH fluorescence
# Target sequence (Q92830 whole entry, looked up): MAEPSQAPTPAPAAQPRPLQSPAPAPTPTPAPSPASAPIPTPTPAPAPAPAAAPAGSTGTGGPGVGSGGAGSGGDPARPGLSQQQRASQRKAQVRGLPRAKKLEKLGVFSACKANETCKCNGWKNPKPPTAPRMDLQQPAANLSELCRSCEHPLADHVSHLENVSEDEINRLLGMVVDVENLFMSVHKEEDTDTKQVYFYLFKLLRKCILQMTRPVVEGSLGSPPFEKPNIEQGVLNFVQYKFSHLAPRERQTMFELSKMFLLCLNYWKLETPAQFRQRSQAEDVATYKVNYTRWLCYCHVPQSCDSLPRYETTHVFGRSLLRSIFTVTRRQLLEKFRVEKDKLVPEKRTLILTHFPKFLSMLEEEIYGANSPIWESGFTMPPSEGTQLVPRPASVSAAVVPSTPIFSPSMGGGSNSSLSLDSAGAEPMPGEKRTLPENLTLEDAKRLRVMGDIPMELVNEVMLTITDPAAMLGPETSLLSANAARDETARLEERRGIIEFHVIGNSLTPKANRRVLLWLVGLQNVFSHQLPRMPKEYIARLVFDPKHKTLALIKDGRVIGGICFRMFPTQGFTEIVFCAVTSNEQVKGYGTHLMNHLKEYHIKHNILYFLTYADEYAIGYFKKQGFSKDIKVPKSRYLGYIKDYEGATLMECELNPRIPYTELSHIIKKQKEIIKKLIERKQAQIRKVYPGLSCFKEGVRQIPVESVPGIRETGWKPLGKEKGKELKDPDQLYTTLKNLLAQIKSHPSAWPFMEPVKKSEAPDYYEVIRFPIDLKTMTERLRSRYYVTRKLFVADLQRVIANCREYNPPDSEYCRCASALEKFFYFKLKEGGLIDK
#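 ThioGlo1-coupled HAT assay: 20nM GCN5L2, 70uM acetyl-CoA, 75uM H3(1-25) peptide, pH 7.5. Fluorescence read at 340/540nm at start and after 20 min at room temperature.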
# An asterisk follows results filed as active; u = inconclusive; x = no result given; & = joins results of further samples; ! = not active in a repeat; [ ] = dose if it differs, or a comment. Calls come from the whole dose curve; as a rule, active = well fitted curve in the direction sought with a large enough effect; inconclusive = small, poorly fitted or top-dose-only effect, or another doubt; inactive = no such curve, though single readings can be large; an effect the other way counts as inactive or inconclusive. % is set by controls: 0 for no effect and ±100 for the full control effect; potency is the fitted concentration of half-maximal effect. The list is partial; rates above refer to the full screens.
No.	SMILES	DT40 TDP1 no CPT	GCN5L2 inh	DT40 TDP1 CPT
1	Cc1cccc(/C=N/NC(=O)c2cc3c(s2)-c2ccccc2CC3)c1	15µM*	u	16µM*
2	CC(C)(C)c1cc(C(=O)O)c(CN2CCCCC2)o1	-4%	-18%	-16%
3	CCCn1c2ccccc2c2cnn(CC(=O)N3CCOCC3)c(=O)c21	u	-17%	-20%
4	O=C(Nc1ccc2c(c1)CCC2)C1CCN(c2c3c(nc4ncnn24)CCC3)CC1	21µM*	-5%	23µM*
5	COc1cccc(-c2nc(CS(=O)(=O)CC(=O)N3CCN(C4CCCCC4)CC3)c(C)o2)c1	-30%	-3%	-29%
6	CC(C)c1ccc(C(=O)Nc2cccnc2)cc1	-27%	-7%	-1%
7	CC1(C(=O)NS(=O)(=O)c2ccccc2Cl)CCN1C(=O)CC1CCCC1 (centres undefined)	1%	x	-3%
8	COc1cccc(C(O)c2nc(-c3ccc(F)cc3OC)cs2)c1 (centres undefined)	u	x	-18%
9	CCc1cc2c(=O)n(CCCOC)c(SCC(=O)Nc3oc(C)c4c(C)n[nH]c(=O)c34)nc2s1	-30%	-9%	-29%
10	CCOCCn1c(CN2CCN(CC)CC2)nc2c1c(=O)n(C)c(=O)n2C	-1%	2%	-23%
11	CC(Oc1ccc(-n2cnnn2)cc1)C(=O)O (centres undefined)	10%	-2%	3%
12	CCCNc1c(NS(=O)(=O)c2c(F)c(F)c(F)c(F)c2F)c(=O)oc2ccccc12	14%	-8%	-7%
13	COc1ccc2nc(C)cc(SCC(=O)NNC(=O)COc3cccc4ccccc34)c2c1	u	23%	-22%
14	CCOc1ccc(C(=O)N2CCC(c3nnc(-c4ccccc4OC)o3)CC2)cc1	u	-1%	u
15	COc1cccc(OCCn2c(-c3ccc(Cl)cc3)nc3ccccc3c2=O)c1	-2%	4%	-9%
16	COC(=O)c1cccc(NC(=O)Cn2nnc3ccccc32)c1	0%	-5%	1%
17	C=CCNc1nc(C(=O)OCC(=O)Nc2ccc(S(N)(=O)=O)cc2)cs1	-8%	0%	9%
18	CC(C)N(C(=O)[C@H]1C[C@H](CC(=O)NCc2ccco2)C(=O)N2CCc3c([nH]c4cc(CCC(=O)N(C)C)ccc34)[C@]12C)C(C)C	u	1%	u
19	CSc1nnc2c(n1)OC=Nc1ccc(Br)cc1-2	-9%	1%	-20%
20	Cc1ccc(NC(=O)n2ccc(-c3ccc(-n4ccnc4)cc3)n2)cc1	-22%	-4%	-14%
21	CCOC(=O)c1csc(-c2snnc2C)n1	-20%	1%	1%
22	O=C(O)CCCC(=O)Nc1nc(-c2ccc(F)cc2)cs1	-9%	-14%	-3%
23	CCc1nnc(NC(=O)C(C)Sc2ccccc2)s1 (centres undefined)	-26%	-1%	-24%
24	COc1ccc(NC(=O)C(C2CC2)n2c(=O)c(-c3cc4ccccc4[nH]3)nc3ccccc32)cc1 (centres undefined)	u	x	29µM*
25	OCCC1CN(Cc2ccc(Oc3ncccn3)cc2)CCN1C1CCCC1 (centres undefined)	1%	-7%	u
26	O=C1CN(c2nc(-c3ccccc3)c3cc(Cl)ccc3n2)c2ccccc2N1	21µM*	-3%	16µM*
27	Cc1cc(=O)n(C)c(=O)n1CCCCCCOc1cccc([N+](=O)[O-])c1	16µM*	5%	26µM*
28	Cn1c(=O)oc2cc(S(=O)(=O)NCc3ccccc3)ccc21	-10%	-10%	-2%
29	Cc1ccc(CCNC(=O)C2CCN(S(=O)(=O)N3CCOCC3)CC2)cc1	u	-4%	-1%
30	CC(C)(C)OC(=O)N1CCC[C@H]1C(=O)NCc1ccc(F)cc1F	1%	x	0%
31	C=CCn1c(SCc2cc(=O)n3ccsc3n2)nnc1C1CCCCC1	-1%	-10%	-2%
32	Cc1ccc(C(=O)Nc2ccc(C(=O)N/N=C/c3ccc(C)o3)cc2)cc1	u	-9%	u
33	CCC(C)NC(=O)CSc1nc2n[nH]c(C)c2c(=N)n1-c1cc(Cl)ccc1C (centres undefined)	16µM*	-5%	u
34	CCCCN(C(=O)c1cccc(-n2cnnn2)c1)c1c(N)n(CC(C)C)c(=O)[nH]c1=O	6%	-1%	4%
35	OC1=C(O)c2nc3ccccc3nc21	14%	-13%	-5%
36	Cc1nn2c(C(F)(F)F)c3c(nc2c1-c1ccccc1)CCC3	1%	2%	-19%
37	O=C(NNS(=O)(=O)c1ccccc1[N+](=O)[O-])c1cccc(Cl)c1	-7%	3%	-14%
38	CCCc1nc2c(C)cc(Br)cn2c1Cc1ccc(OC)cc1C	21µM*	x	u
39	CC(=O)N[C@H](Cc1c[nH]c2ccccc12)C(N)=O	-2%	-8%	3%
40	CC(=O)c1c(N2CCN(Cc3ccccc3)CC2)nc(=S)n(-c2ccccc2)c1C	23µM*	1%	u
41	COc1ccc(/C=C(\C#N)C(=O)OCC(=O)NC2CC2)cc1	-18%	-17%	5%
42	c1ccc(Cn2c(CN3CCCC3)nc3ccccc32)cc1	16µM*	-4%	u
43	Cc1cc(-n2c(SCCC#N)nnc2-c2cccnc2)ccc1Cl	-7%	-21%	-10%
44	Cc1ccc(CNC(=O)c2ccc(N3CCC4(CC3)CC(c3cccc(Br)c3)=NO4)c(NC(=O)c3ccc(Cl)c([N+](=O)[O-])c3)c2)cc1	-3%	-2%	8%
45	O=C(COC(=O)c1ccccc1F)Nc1ccc2c(c1)OCCO2	-22%	-1%	-13%
46	CSc1ncc2c(n1)-c1cc(C)ccc1SC2	5.2µM*	15%	2.6µM*
47	Cc1ccc(S(=O)(=O)C(C#N)c2nc3ccccc3nc2N2CCC(C)CC2)cc1 (centres undefined)	u	1%	-10%
48	CCN(CC)S(=O)(=O)c1ccc2c(c1)N(CC(=O)Nc1c(C)cc(C)cc1C)C(=O)CS2	u	-2%	u
49	COC(=O)CC1Oc2ccc(F)cc2-n2cc(-c3ccc(C)cc3)nc21 (centres undefined)	7.3µM*	-7%	9.2µM*
50	Cc1c(Cl)cccc1Nc1nc(NCCO)c2ccccc2n1	u	-10%	u
51	O=C1N/C(=C/c2cccn2-c2ccccc2)C(=O)N1c1cccc(Cl)c1	u	0%	u
52	COCCN(C(=O)CCC(=O)Nc1nccs1)C(C(=O)NCCC(C)C)c1ccc(F)cc1 (centres undefined)	-22%	-6%	9%
53	COc1cc(CNC(=O)OCC(C)C)cc(OC)c1OC	-7%	-3%	2%
54	COc1cccc(/C=N/N2CCN(c3ccc(Cl)cc3)CC2)c1OC	-24%	-22%	u
55	CN1CCN(c2ncc3nc(-c4ccccc4)c(=O)n(Cc4cccs4)c3n2)CC1	16µM*	-6%	u
56	Cc1cc(C)n(-c2nc3ccccc3c(=O)n2OCCOc2ccccc2)n1	18µM*	-3%	12µM*
57	Cn1nnnc1SCC(=O)Nc1ccc(Br)cc1Br	-15%	2%	1%
58	CC(=O)c1c(C)[nH]c(C(=O)OCc2cccc(C)c2)c1C	13µM*	-6%	16µM*
59	CCOC(=O)Cc1csc(NC(=O)Nc2cccs2)n1	u	-27%	u
60	Cc1ccc(Cl)cc1N1CCN(C(=O)c2ccc3c(c2)N(Cc2ccccc2F)C(=O)c2ccccc2S3=O)CC1 (centres undefined)	u	-9%	u

# Carrying on:
No.	SMILES	DT40 TDP1 no CPT	GCN5L2 inh	DT40 TDP1 CPT
61	Cc1ccccc1C(=O)NC1CC2CCC(C1)N2Cc1ccccc1 (centres undefined)	-5%	-13%	12%
62	COc1ccc(S(=O)(=O)N2CCC(C(=O)NC3CC3)CC2)cc1	0%	2%	10%
63	O=C(NCC1CCCO1)C(c1ccncc1)N(Cc1cccs1)C(=O)CN1C(=O)c2ccccc2S1(=O)=O (centres undefined)	0%	-2%	9%
64	C/C(=N\NC(=O)CCn1nnc2ccccc21)c1ccco1	-1%	0%	14%
65	CCNC(=O)COC(=O)c1ccc(S(=O)(=O)N2CCCCCC2)cc1	-11%	-4%	-3%
66	CN(C)c1cccc(NC(=O)C2Cc3c(-c4ccccc4Oc4ccccc4)ccnc3O2)c1 (centres undefined)	u	x	u
67	COCc1c(C(N)=O)nnn1-c1nonc1N	-9%	-8%	-11%
68	Cn1c(SCC(=O)NCc2ccc3c(c2)OCO3)nc2c(c1=O)SCC2	-28%	-4%	2%
69	O=C(Cc1ccc(Cl)cc1)Nc1ccccc1Sc1ccccc1	u	-2%	u
70	CC1(C(=O)NS(=O)(=O)c2cccc(OC(F)F)c2)CCN1C(=O)C1CC1 (centres undefined)	3%	x	2%
71	O=C(Nc1ncnc2sc3c(c12)CCCCC3)c1ccc(F)cc1	u	u	u
72	CC(C)NC(=O)CCn1c(=S)oc2ccccc21	-13%	-3%	2%
73	Cc1ccc(Oc2nsnc2N2CCOCC2)cc1	-7%	3%	-15%
74	CC(=O)Nc1ccc(S(=O)(=O)Oc2ccc(Br)cc2C(=S)N2CCOCC2)cc1	-12%	-10%	-28%
75	Cc1ccc(CN(Cc2ccco2)c2cnc(S(C)(=O)=O)nc2C(=O)Nc2ccc(Br)cc2)o1	u	-10%	18µM*
76	COCC(C)NC(=O)c1cc(-c2ccc(O)cc2)on1 (centres undefined)	-12%	-7%	-8%
77	CCOc1ccc(NC(=O)c2ccc(NC(=O)COC(=O)Cc3ccc(OC)cc3)cc2)cc1	u	-2%	6%
78	Cc1nc(C)n(C)c(=O)c1-c1ccccc1	-11%	-1%	9%
79	O=C1CC(c2ccc(F)cc2)Cc2nc(N3CCN(c4ccccc4)CC3)ncc21 (centres undefined)	u	-6%	u
80	O=C(CCCCn1c(=O)c2ccccc2n(Cc2ccc(F)cc2Cl)c1=O)NCc1ccco1	15µM*	-4%	18µM*
81	CC(C(=O)N1CCN(Cc2ccccc2)CC1)c1ccc([N+](=O)[O-])cc1 (centres undefined)	-15%	5%	-25%
82	Cc1ccsc1/C=N/n1c(=S)[nH]nc(C)c1=O	13µM*	1%	16µM*
83	COC(=O)c1cc2occc2n1Cc1ccc(Cl)cc1	u	-7%	u
84	C1CCCCCC(=NNc2nn[nH]n2)CCCCC1	-3%	-16%	7%

# Ordered by SMILES length (falling): part of the list above
No.	SMILES	DT40 TDP1 no CPT	GCN5L2 inh	DT40 TDP1 CPT
77	CCOc1ccc(NC(=O)c2ccc(NC(=O)COC(=O)Cc3ccc(OC)cc3)cc2)cc1	u	-2%	6%
74	CC(=O)Nc1ccc(S(=O)(=O)Oc2ccc(Br)cc2C(=S)N2CCOCC2)cc1	-12%	-10%	-28%
79	O=C1CC(c2ccc(F)cc2)Cc2nc(N3CCN(c4ccccc4)CC3)ncc21 (centres undefined)	u	-6%	u
82	Cc1ccsc1/C=N/n1c(=S)[nH]nc(C)c1=O	13µM*	1%	16µM*
83	COC(=O)c1cc2occc2n1Cc1ccc(Cl)cc1	u	-7%	u
84	C1CCCCCC(=NNc2nn[nH]n2)CCCCC1	-3%	-16%	7%
78	Cc1nc(C)n(C)c(=O)c1-c1ccccc1	-11%	-1%	9%

# Record cards, as listed above. Order of values: DT40 TDP1 no CPT | GCN5L2 inh | DT40 TDP1 CPT
# CC(=O)Nc1ccc(S(=O)(=O)Oc2ccc(Br)cc2C(=S)N2CCOCC2)cc1 is listed with -12% | -10% | -28%
# COC(=O)c1cc2occc2n1Cc1ccc(Cl)cc1 is listed with u | -7% | u

# New compounds follow.
No.	SMILES	DT40 TDP1 no CPT	GCN5L2 inh	DT40 TDP1 CPT
85	CCn1c(C)c(C)c2cc(C(=O)N3CCN(c4ccccc4)CC3)ccc21	u	1%&2%	18µM*
86	CCOC(=O)c1ccc(NS(=O)(=O)c2c(N)n(C)c(=O)n(C)c2=O)cc1	u	x	16µM*
87	O=C(C1CCN(S(=O)(=O)c2cccc([N+](=O)[O-])c2)CC1)N1CCOCC1	-17%	1%	2%
88	COC(=O)N/N=C\c1c(C)nn(-c2ccccc2)c1Cl	-11%	14%	10%
89	O=C(CSc1ncccn1)NCc1ccc(Cl)cc1	5%	33%[activator]	0%
90	COc1ccc(S(=O)(=O)N(C)CC(=O)NC2CC2)cc1	-20%	0%	-29%
91	NC(=O)c1oc2ccc(Cl)cc2c1NC(=O)CN1CCOCC1	-44%	-8%	-28%
92	COc1cc(C(=S)N2CCOCC2)cc(OC)c1OC(=O)c1cccc(C)c1	u	-6%	-26%
93	FC(F)(F)c1ccccc1-n1ccnc1	16µM*!	-6%&-4%&1%	u
94	CC1C/C(=N\NC(=S)NC(C)C)CC(C)(C)C1 (centres undefined)	18µM*	-4%	10µM*
